# Lipid storage S3: qHTS Assay for Lipid Storage Modulators in Drosophila S3 Cells; Drosophila S3 cells, BODIPY lipid droplet fluorescence, 18-24 h; cells fed with added oleic acid; lipid storage change, negative = inhibition, % at the top dose, mostly 46.1 µM; hits show Potency in µM; 320,000 tested, 0.64% active; AID 2685; active = well fitted inhibition curve with a large enough effect in the signal ratio, with a control signal flat, not every such curve was filed as active; inconclusive = small, poorly fitted or top-dose-only effect, or effect the other way, or a change in a side signal; the % refers to the signal ratio
#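 Laser-scanning cytometry quantifies lipid droplet accumulation (500–530 nm total intensity; droplet/cell object ratio) in oleic acid-fed (400 uM added) Drosophila S3 cells treated with a concentration series. 20 uM Triacsin C defined 100% inhibition.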
# Lipid storage S3 cell count max: second read-out of Lipid storage S3, no call of its own (marks repeat the call); cell number change, %; measured here: cell count max response;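 cells counted by Cell Tracker Red CMTPX staining in the red channel; peak over a dose series mostly up to 46.1 µM; percent activity relative to internal control wells on each plate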
# An asterisk follows results filed as active; i = inactive; ? = inconclusive; . = no result given; [ ] = another dose, or the depositor's remark. % is scaled to controls: 0 for no effect and ±100 for the full control effect; potency is read from the fitted curve at half-maximal effect. Only part of the results is shown; rates above refer to the full screens.
# Start of the listing, in advance:
SMILES,Lipid storage S3,Lipid storage S3 cell count max
COc1ccc(-c2nc(CCl)cs2)cc1,i,2.0
Cn1c(CN2CCN(C(=O)c3ccccc3)CC2)nc2cc([N+](=O)[O-])ccc21,?,.
Cc1ccc2[nH]c3c(=O)n(CCCN4CCN(C)CC4)cnc3c2c1,?,8.5

# This part in full, previewed entries included:
SMILES,Lipid storage S3,Lipid storage S3 cell count max
COc1ccc(-c2nc(CCl)cs2)cc1,i,2.0
Cn1c(CN2CCN(C(=O)c3ccccc3)CC2)nc2cc([N+](=O)[O-])ccc21,?,.
Cc1ccc2[nH]c3c(=O)n(CCCN4CCN(C)CC4)cnc3c2c1,?,8.5
CS(=O)(=O)NCCNC(=O)c1cc(OCC(F)(F)F)ccc1OCC(F)(F)F,?,.
Cc1nc(SCC(=O)CC(=O)OC(C)C)c(C#N)c(C)c1C,?,.
CN(C)c1ccc(N=Nc2ccccc2C(=O)OCC(=O)N(C)C2CCCCC2)cc1,?,.
CCN(CC)CCN(C(=O)c1ccc([N+](=O)[O-])cc1)c1nc2c(OC)cccc2s1,1.9%,3.6
S=C(NCCc1ccccn1)Nc1ccc(Cl)cc1,?,.
COc1cc2c(cc1O)C(SC)=NC(C)(C)C2,-10.1%,-21.2
O=[N+]([O-])c1cccc(CSC2=NCCN2S(=O)(=O)c2ccccc2)c1,i,15.2
O=C(CCC(=O)Nc1ccccc1Cl)NNC(=O)COc1ccc([N+](=O)[O-])cc1,-2.6%,7.1
CC1(C)NC(=O)N(CC(=O)N2CCN(S(=O)(=O)c3ccccc3C(F)(F)F)CC2)C1=O,?,.
CC1(c2ccc(OC(F)F)cc2)NC(=O)N(CC(=O)Nc2ccc(OC(F)F)cc2)C1=O (stereo not given),?,.
CC(=O)Oc1ccc(C(=O)[C@H]2[C@H]3C(=O)N(c4ccc(C)cc4)C(=O)[C@H]3[C@@H]3C=CC=NN32)cc1,?,.
Cc1nc2ccc(NC(=O)Cc3ccc(Br)cc3)cc2s1,0.0%,-20.5
Cc1cc(C(=O)N(C)C)sc1-c1ccccc1,-3.9%,-4.8
OCC[C@H]1C[C@H](O)[C@@H](O)[C@@]2(Cc3ccccc3CCO2)O1,?,.
O=C(NNS(=O)(=O)c1ccc(F)cc1)c1cccc(O)c1,?,.
CC(=O)Nc1ccc(S(=O)(=O)N(C2=NCC(C)S2)c2ccccc2)cc1 (stereo not given),0.1%,2.3
Cc1ccc2c(Cl)cc(Cl)c(OCC(=O)Nc3cccc(S(=O)(=O)N(C)C)c3)c2n1,?,.
CCc1nnc(NS(=O)(=O)c2ccc(NC(=O)c3cccc(Cl)c3)cc2)s1,?,.
Cc1ccc(C2C3=C(CC(C)(C)CC3=O)N=C3c4ccccc4C(=O)C32)cc1 (stereo not given),?,.
COC(=O)c1ccc(NC(=O)Nc2ccc(F)cc2)cc1,-13.5%,-43.8
CC1CCCCN1CCn1c(=S)[nH]c2cc3c(cc2c1=O)OCO3 (stereo not given),-1.3%,-7.0
NS(=O)(=O)c1ccc(O)c(N2C(=O)c3cccc4c(C(=O)O)ccc(c34)C2=O)c1,i,.
# (next part)
SMILES,Lipid storage S3,Lipid storage S3 cell count max
CCc1c(C)nc2ncnn2c1N1CCC(C(=O)N2CCN(c3ccc(F)cc3)CC2)CC1,?,.
Nc1c(S(=O)(=O)c2ccccc2)c2nc3ccccc3nc2n1Cc1ccco1,-1.2%,24.8
CCOc1ccc(NC(=O)CN2CCN(CC(=O)Nc3ccc4c(c3)OCCO4)CC2)cc1,i,7.8
Cc1nn(-c2ccccc2)c2nc(C(F)F)cc(C(F)F)c12,16.0%,-5.0
CC(C)C(=O)Nc1cccc(C(=O)Nc2ccc(S(=O)(=O)Nc3nccs3)cc2)c1,?,.
Cc1sc2ncn(CC(=O)N3CCCC(C)C3)c(=O)c2c1S(=O)(=O)N1CCCCC1 (stereo not given),?,.
CCOC(=O)N1CCN(C(=O)c2ccc3c(=O)n(Cc4ccccc4)c(=S)[nH]c3c2)CC1,3.5%,5.7
CCc1c(C)nc2c(C#N)c(C)[nH]n2c1=O,-2.0%,-8.1
COc1ccc(S(=O)(=O)n2nc(C)c(S(=O)(=O)N3CCOCC3)c2C)cc1OC,-0.6%,-13.7
CN(C)/C=N/c1c(C#N)cnn1-c1ccccc1,?,.
C#CCNC(=O)C(C)c1ncc(C(F)(F)F)cc1Cl (stereo not given),?,.
O=C(O)c1c(C(=O)O)c(-c2ccc(F)cc2)n2c1CCC2,?,.
Cc1ccsc1/C=N/n1cnc2sc(C)c(C)c2c1=O,?,.
Cc1ccc(S(=O)(=O)Nc2c(C)n(C)n(-c3ccccc3)c2=O)cc1C(=O)OC(C)C(=O)N(C)c1ccccc1 (stereo not given),?,.
CCOc1cc(-c2noc(CCCC(=O)NC3CCCCC3)n2)ccc1OC,?,.
COc1ccc(-n2nc3c(c2NC(=O)c2ccco2)CS(=O)(=O)C3)cc1,?,.
O=S(=O)(c1cccc(COc2ccc(Cl)cc2Cl)c1)N1CCOCC1,?,.
CC(C)CCN1CCN(Cc2nc(-c3ccccc3)cs2)CC1CCO (stereo not given),3.0%,16.0
COc1ccc(CCNC(=O)C(=O)NCC2OCCN2S(=O)(=O)c2cc(F)ccc2F)cc1OC (stereo not given),?,.
Cc1ccc(C(CCN)c2ccco2)cc1 (stereo not given),?,.
Cc1nccc2[nH]c(=O)c(C(=O)NCCCN(C)C3CCCCC3)cc12,?,.
CC(C)CCn1c(SCC#N)nc2c(sc3ccccc32)c1=O,?,.
O=C(CCCc1c[nH]c2ccccc12)N[C@@H](Cc1c[nH]c2ccccc12)C(=O)O,i,7.2
COc1cccc2cc(C(=O)c3ccccc3)oc12,?,.
Cc1cc(/C=N/NC(N)=O)c(C)n1C1CCCCC1,?,.
# (more compounds)
SMILES,Lipid storage S3,Lipid storage S3 cell count max
CCC1CCCCN1S(=O)(=O)c1ccc2c(c1)CCN2C(C)=O (stereo not given),?,.
CC1CCc2c(sc(NC(=O)Cn3nc(C(=O)O)c4ccccc4c3=O)c2C#N)C1 (stereo not given),12.8%,-0.4
C=CCOC(=O)C1CC=CCC1C(=O)Oc1ccc(F)cc1F (stereo not given),24.4%,2.8
CC1(NC(=O)COc2ccccc2-c2ccccc2)CCS(=O)(=O)C1 (stereo not given),?,.
CC(C)CNc1nc(N)c([N+](=O)[O-])c(NCC2CCCO2)n1 (stereo not given),?,.
CCOc1ccc(N(CC(=O)NC2CCCC2)C(=O)CCCC(=O)Nc2ccccn2)cc1,?,.
COc1ccccc1NC(=S)N1CCc2cc(OC)c(OC)cc2C1,?,.
CCN(CC)S(=O)(=O)c1ccc(NC(=O)c2ccccn2)cc1,?,.
CC(C)(C)NC(=O)C1Cc2ccccc2CN1S(=O)(=O)c1ccc(F)cc1 (stereo not given),?,.
CCC(=O)c1ccc(OCC(=O)NC2CCCC2)cc1,?,.
CCC(=O)c1cc2c(cc1NC(=O)c1ccccc1)OCCO2,?,.
Cn1cc(S(=O)(=O)N2CCOCC2)cc1C(=O)Nc1cccc(Cl)c1,7.31µM*,-6.6*
CCCC(=O)Nc1ccc2c(c1)nc(CCN1CCCCC1)n2C,8.1%,9.7
CC(=O)c1cccc(NC(=O)CSc2ncc(C(=O)Nc3ccccc3)c(=O)n2C)c1,?,.
O=C(NC1CCCCC1)C1CCN(S(=O)(=O)c2cccc3cccnc23)CC1,4.1%[9.22 µM],-5.8
Cc1ccc2nc(NC(=O)c3ccccn3)sc2c1,?,.
CCCNC(=S)Nc1ccc(S(N)(=O)=O)cc1,-3.9%,5.8
O=c1[nH]c(=O)n([C@H]2C[C@H](O)[C@@H](CO)O2)cc1C(F)(F)F,-12.1%,6.6
Cc1cccc(OCc2n[nH]c(=S)n2C2CCCCC2)c1,?,.
CCCC(NC(=O)c1ccccc1)c1nc2ccccc2n1Cc1ccc(C(=O)OC)o1 (stereo not given),i,.
O=c1c2oc3ccccc3c2[nH]c(=S)n1-c1ccccc1,8.5%,13.7
COc1ccc(NC(=O)c2cccc(NC(=O)c3ccccc3)c2)c(OC)c1,-15.5%,-2.8
COc1ccccc1CNC(=O)COc1cc2c(c3oc(=O)cc(C)c13)CCC(C)(C)O2,-25.6%,5.3
CN(C(=O)CC1C(=O)NCCN1Cc1ccc(F)c(F)c1)C1CCCCC1 (stereo not given),?,.
O=C(Nc1cccc2nsnc12)c1cccnc1,24.4%,26.8
# (continued)
SMILES,Lipid storage S3,Lipid storage S3 cell count max
Cc1csc2nc(O)c(C(=O)NCc3ccc4c(c3)OCO4)c(=O)n12,?,.
CCC(C)c1ccccc1NC(=O)c1cc(C)no1 (stereo not given),i,19.8
CCCOc1ccc(/C=N/Nc2cc(N3CCOCC3)ncn2)c(O)c1,?,.
CC(=O)N(C)C1=C(O)c2ccccc2C(=O)C1=O,1.9%,-21.6
COC(=O)C(NNc1ccccc1)(NC(=O)c1cccc(F)c1)C(F)(F)F (stereo not given),i,6.8
C=CCNC(=S)/N=c1/scc(C)n1C,-5.8%,.
CCCc1cc(=O)[nH]c(N2CCN(Cc3ccc4c(c3)OCO4)CC2)n1,3.5%,9.8
O=C(O)c1ccc(N/N=C/c2ccc(-c3ccccc3)cc2)cc1,9.8%,2.2
O=C(O)C(Cc1c[nH]c2ccccc12)NS(=O)(=O)c1cccc2nsnc12 (stereo not given),-0.8%,7.8
O=C(O)C(Cc1c[nH]c2ccccc12)NS(=O)(=O)c1ccc2ccccc2c1 (stereo not given),-3.5%,-10.4
Cc1ccc(Sc2cnc(N)nc2C)cc1,?,.
CCCc1cc(C(=O)Cc2ccccn2)c(O)cc1O,?,.
Fc1ccc(N/N=C2/CCSc3sccc32)c(F)c1,4.7%,13.8
COc1ccc(C2Cc3ccccc3C(=O)O2)cc1 (stereo not given),-12.0%,1.9
Cc1cccc(OCC(=O)NNC(=O)c2ccccc2OCc2c(C)noc2C)c1,?,.
O=C(NN1CCOCC1)c1ccc(Cl)c(Cl)c1,?,.
Cc1ccc2nc(N(CCCN(C)C)C(=O)c3sc4ccccc4c3Cl)sc2c1,2.0%,-29.0
CSc1cccc(NC(=O)Cc2ccccc2[N+](=O)[O-])c1,?,.
CC(C)=NOCC(=O)Nn1c(COc2ccccc2)nc2ccccc2c1=O,?,.
CCOc1ccc2ccccc2c1/C=N/NC(=O)CC1(C)OCCCO1,?,.
COc1ccc(NC(=O)CC2C(=O)N(c3ccccc3)C(=O)N2Cc2ccco2)cc1 (stereo not given),0.4%,3.9
CCCn1c(C)cc(/C=C(\C#N)C(=O)OCC(=O)NC(=O)NC(C)(C)C)c1C,i,29.4
COC(=O)c1c(NC(=O)COc2ccc(Cl)cc2)sc2c1CC(C)(C)NC2(C)C,?,.
CCCCOCCCNC(=O)c1ccc(OCC)cc1,?,.
O=c1c2ccccc2nc(SCc2cn3ccsc3n2)n1-c1ccccc1F,i,-6.3

# Some of these compounds in order of molar mass, descending.
SMILES,Lipid storage S3,Lipid storage S3 cell count max
CCCn1c(C)cc(/C=C(\C#N)C(=O)OCC(=O)NC(=O)NC(C)(C)C)c1C,i,29.4
CC(C)=NOCC(=O)Nn1c(COc2ccccc2)nc2ccccc2c1=O,?,.
Cc1csc2nc(O)c(C(=O)NCc3ccc4c(c3)OCO4)c(=O)n12,?,.
CCOc1ccc2ccccc2c1/C=N/NC(=O)CC1(C)OCCCO1,?,.
Fc1ccc(N/N=C2/CCSc3sccc32)c(F)c1,4.7%,13.8
CCCCOCCCNC(=O)c1ccc(OCC)cc1,?,.

# Additional entries follow.
SMILES,Lipid storage S3,Lipid storage S3 cell count max
O=C(N/N=C/c1cc2c(cc1Cl)OCO2)c1ccc2c(c1)OCCO2,-8.1%,13.2
COCc1cc(Sc2c(Cl)cccc2Cl)nc(-c2ccccc2)n1,?,.
O=C(c1ccco1)N(CCO)Cc1cc2cc3c(cc2[nH]c1=O)OCO3,?,.
O=C(COC(=O)[C@@H]1CC(O)CN1S(=O)(=O)c1ccc(Cl)cc1)NC(=O)NCc1ccccc1 (stereo not given in full),?,.
O=C(NCC(=O)N(CC1CCCO1)C(C(=O)NC1CCCCC1)c1cccnc1)c1cccs1 (stereo not given),?,.
COc1ccc(CCNC(=O)C(=O)NN=C2CCCCCCC2)cc1OC,-4.7%,9.5
COc1cc(NC(=O)c2cccs2)ccc1NC(=O)Cc1ccccc1,?,.
CNC(=S)N(CCc1ccccc1)Cc1cc2cc(OC)c(OC)cc2[nH]c1=O,-1.6%,4.8
O=C(NC1CC(=O)N(c2ccc(Cl)cc2)C1)C1CC1 (stereo not given),7.7%,0.8
NC(=O)C(CC(=O)O)NC(=O)[C@@H]1CCCNc2c(I)cc([N+](=O)[O-])cc2C(=O)N[C@@H](CO)C(=O)N[C@@H](Cc2ccc(O)cc2)C(=O)N1 (stereo not given in full),6.8%,-9.4
COc1cccc(OC)c1C(=O)Nc1ccc2c(c1)Cc1ccccc1-2,1.0%,-10.3
O=C(OC(C(=O)NCC1CCCO1)c1ccccc1F)c1ccco1 (stereo not given),-12.5%,-1.8
O=C(O)CCN(CCC(=O)O)S(=O)(=O)c1ccccc1,?,.
O=c1c2ccccc2nc2n1CCO2,-4.5%,7.8
CCOC(=O)C1CCN(CC(C)(C)NS(=O)(=O)c2ccc(Cl)cc2)CC1,-18.4%,11.3
O=C(C1CCN(C2CCN(Cc3ccc4c(c3)CCO4)CC2)CC1)N1CCOCC1,?,.
CCOc1ccc(-n2cnc3sc(C)c(C)c3c2=O)cc1,?,.
Cc1ccc(C(=O)C2CCN(S(=O)(=O)c3ccccc3C(=O)O)CC2)cc1,-9.2%,25.8
CCOC(=O)CN1CC23C=CC(O2)C(C(=O)N2CCN(c4ccc(F)cc4)CC2)C3C1=O (stereo not given),21.0%,0.9

# Screening data as filed in PubChem BioAssay.
